# Compound activity: PubChem BioAssay, National Center for Advancing Translational Sciences (NCATS)
# 12-LOX inh = Primary qHTS assay for inhibitors of human arachidonate 12S-lipoxygenase (ALOX12): Round 2; Potency, µM (doses to about 108 µM), for the others: at the highest dose activity change, negative = inhibition, usual class: inhibitors; AID 1671190, 2021; purified 12hLO, xylenol orange hydroperoxide absorbance; 1.1% of 580,000 active; Polyunsaturated fatty acid lipoxygenase ALOX12 (Homo sapiens), P18054; active = well fitted inhibition curve with a large enough effect; inconclusive = small, poorly fitted or top-dose-only effect, or another doubt; inactive = no such curve, though single readings can be large or run the other way
# Target sequence (P18054 whole entry, looked up): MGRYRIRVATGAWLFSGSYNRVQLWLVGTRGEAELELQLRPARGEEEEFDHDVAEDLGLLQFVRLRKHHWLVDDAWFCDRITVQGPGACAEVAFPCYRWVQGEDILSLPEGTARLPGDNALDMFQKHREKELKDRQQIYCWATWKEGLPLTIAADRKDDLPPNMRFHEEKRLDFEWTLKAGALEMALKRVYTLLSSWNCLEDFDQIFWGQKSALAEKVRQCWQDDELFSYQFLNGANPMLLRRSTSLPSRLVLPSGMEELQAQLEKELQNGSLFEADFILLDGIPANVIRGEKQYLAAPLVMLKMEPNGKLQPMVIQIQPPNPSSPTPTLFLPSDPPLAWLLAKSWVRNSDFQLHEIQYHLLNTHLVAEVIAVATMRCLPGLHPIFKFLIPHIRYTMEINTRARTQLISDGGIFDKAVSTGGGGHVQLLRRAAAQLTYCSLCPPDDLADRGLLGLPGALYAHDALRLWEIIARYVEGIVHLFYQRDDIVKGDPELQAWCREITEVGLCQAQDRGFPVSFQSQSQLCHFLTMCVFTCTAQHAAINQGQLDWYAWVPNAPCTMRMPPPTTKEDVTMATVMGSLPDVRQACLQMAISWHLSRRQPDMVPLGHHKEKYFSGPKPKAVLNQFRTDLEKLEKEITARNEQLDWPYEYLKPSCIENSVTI
#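 Purified human 12hLO at 150 nM in 25 mM Hepes, 0.01% Triton X-100, pH 7.0, preincubated 15 min at room temperature with compound. Reaction started with 40 uM arachidonic acid, 30 min at room temperature. Hydroperoxide measured by Fe-xylenol orange, 573/405 nm absorbance ratio.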
# * marks the source's active call; other numbers are inactive results; ? = inconclusive; [ ] = remark or other dose. % is set by controls: 0 for no effect and ±100 for the full control effect; potency is the fitted concentration of half-maximal effect. A portion of the library. The share of hits here may be higher or lower than overall.
SMILES,12-LOX inh
COc1cc(C(=O)NC2CCN(c3cc(-c4cccs4)[nH]n3)C2)cc(OC)c1OC (centres undefined),-9%
COC[C@@H]1CN(C(=O)c2cc(C)nn2C)C[C@H]1c1ccncc1,22%
CN(C)Cc1c(C(C)(C)O)[nH]c2ccccc12,1%
Cc1nc(C)c(CCC(=O)Nc2ccccc2F)c(=O)[nH]1,8%
COc1ccccc1C(=O)N1CCC2(C1)C(=O)Nc1ccccc12 (centres undefined),1%[6.33 µM]
O=C1N(Cc2ccc(Cl)cc2)CCCN1c1cccc(C(=O)N2CCc3ccccc32)c1,?
Cc1ccc(-c2noc3ncnc(NC4CCCCC4)c23)cc1,10%
Cc1ccc(-n2ncnc2-c2cc3c(n(-c4ccccc4)c2=O)CC(C)(C)CC3=O)cc1,?
O=C1[C@@H]2C[C@@H](CN2C(=O)c2ccccc2)Oc2ccccc2N1CC1CC1,25%[176 µM]
O=C(NC[C@H]1O[C@@H](CO)[C@@H](O)[C@H]1N1CCCCC1)Nc1ccccc1,?
CC(=O)c1ccc(NC(=O)N[C@H]2C[C@@](O)(C(=O)N[C@H](CC(C)C)C(N)=O)C[C@@H](O)[C@@H]2O)cc1,0%
N#Cc1cccc(NC(=O)COc2ccc(-c3nnc4n3CCCC4)cc2)c1,44%[activator]
CCc1ncc(C(=O)N(C)C2CCN(Cc3ccccc3)C2)cn1 (centres undefined),10%
O=C(CCS(=O)(=O)c1ccc2c(c1)CCN2C(=O)C1CC1)Nc1ccc(F)c(F)c1,-11%
COc1cc(OC)cc(C(=O)NC2CCN(c3cc(-c4cccs4)[nH]n3)C2)c1 (centres undefined),-1%
CCN1C(=O)CN(C(=O)c2ccc(OC)nc2)CC12CCOCC2,0%
NC(=O)C1CCCCN1C(=O)c1nn(-c2ccccc2)c(=O)c2ccccc12 (centres undefined),6%
Cc1ccc(C(=O)n2nc(-c3ccc(C)cc3)nc2N)cc1,-7%
COc1ccc2[nH]c3c(c2c1)CCNC31CCN(C(=O)c2sc(C)nc2C)CC1,26%
C[C@@H](c1ccccc1)N1C(=O)[C@@H]2CN(C(=O)c3ccccc3)CCN2C1=O,-7%[176 µM]
O=C(C[C@@H]1CCNC[C@@H]1Cc1cc(COc2ccccc2)on1)Nc1ccccc1,?
O=C1c2c(nc(COc3ccc(F)cc3)n2Cc2ccccc2)NCCN1Cc1ccccc1,26%
COc1ccc(OC)c(NC(=O)Nc2cc(-c3nc4ccccc4o3)ccc2OC)c1,-28%
CC(=O)c1ccc(NC(=O)C23CC4CC(CC(C4)C2)C3)cc1,?

# Some of these compounds in order of formula weight, ascending:
SMILES,12-LOX inh
C[C@@H](c1ccccc1)N1C(=O)[C@@H]2CN(C(=O)c3ccccc3)CCN2C1=O,-7%[176 µM]
COc1ccc2[nH]c3c(c2c1)CCNC31CCN(C(=O)c2sc(C)nc2C)CC1,26%
O=C(CCS(=O)(=O)c1ccc2c(c1)CCN2C(=O)C1CC1)Nc1ccc(F)c(F)c1,-11%
O=C1c2c(nc(COc3ccc(F)cc3)n2Cc2ccccc2)NCCN1Cc1ccccc1,26%

# Sorted by value in 12-LOX inh (descending): some entries from above
compound	12-LOX inh
O=C1c2c(nc(COc3ccc(F)cc3)n2Cc2ccccc2)NCCN1Cc1ccccc1	26%
CCc1ncc(C(=O)N(C)C2CCN(Cc3ccccc3)C2)cn1 (centres undefined)	10%
NC(=O)C1CCCCN1C(=O)c1nn(-c2ccccc2)c(=O)c2ccccc12 (centres undefined)	6%
COc1cc(OC)cc(C(=O)NC2CCN(c3cc(-c4cccs4)[nH]n3)C2)c1 (centres undefined)	-1%
Cc1ccc(C(=O)n2nc(-c3ccc(C)cc3)nc2N)cc1	-7%
O=C(CCS(=O)(=O)c1ccc2c(c1)CCN2C(=O)C1CC1)Nc1ccc(F)c(F)c1	-11%

# The list goes on.
SMILES,12-LOX inh
CCOC(=O)c1c(C)[nH]c(C(=O)COc2cc(Cl)ccc2Cl)c1C,?
O=C1CN(C(=O)CCC(=O)N2CCC(CCOc3ccccc3F)C2)c2ccccc2N1 (centres undefined),53%[activator]
Cc1ccc2c(c1)N1C(=O)OC[C@@H]1CCN(Cc1ccccn1)C2,38%[activator][176 µM]
COc1ccc2nc(-c3ccc(CN4CCC5(CC4)CNc4ccccc45)cc3)c(-c3ccccc3)nc2c1,?
O=S(=O)(c1ccccc1)N1CC[C@@H]2COCCN(Cc3cccnc3)[C@@H]2C1,?
O=C(c1cccc(Cl)c1)N1CCCC2(C1)NC(=O)N(Cc1ccccc1)C2=O (centres undefined),11%
CCN1CCC(N2C[C@@H](CO)[C@H](c3nc(C)no3)C2)CC1,45%[activator]
Cc1ccc2oc(C(=O)OCc3ccccc3)cc(=O)c2c1,1%
CC(C)C(=O)N1CCCCCCNC(=O)[C@@H]2CCCC[C@@H]21,25%
CC[C@@]1(C(=O)O)C[C@H](C(=O)N(C)CC(=O)O)[C@H](c2ccc(OC)cc2)N1C,11%
Cc1nc2ccccc2nc1CN1C(=O)NC2(CCCCCC2)C1=O,8%
Cc1cccc(-c2noc([C@@H]3Cc4nc[nH]c4CN3C(=O)COCC(=O)O)n2)c1,-1%[176 µM]
O=C(Cn1cnc2ccccc2c1=O)OCC(=O)c1ccc2c(c1)OCO2,-27%
O=C1NC(Cc2ccccc2)c2nc3ccc(F)cc3c(=O)n2-c2ccccc21 (centres undefined),?
O=[N+]([O-])c1ccc(NC(c2ccccc2)c2ccccc2)cc1,?
O=C(CSc1nc2ccccc2o1)NC1CCCCCC1,12%
COc1ccc2cnn(CC(=O)N3CCN(Cc4ccccc4)CC3)c(=O)c2c1OC,37%[activator]
Fc1ccc(C2Cn3nnc(-c4nc(-c5ccc(F)c(F)c5)no4)c3CO2)cc1 (centres undefined),52%[activator]
CNC(=O)c1noc([C@@H]2CC(F)(F)CN2C(=O)CCC2CCCC2)n1,12%
O=C(OCc1nnnn1-c1ccccc1)C1(c2ccc(Cl)cc2)CCC1,-4%
Cc1cc(C[C@@H]2COC[C@@H]2NC(=O)c2c(-c3ccccc3)noc2C)on1,20%
Cc1ccc(SCc2cc(=O)[nH]c(N3CCN(c4ccccc4)CC3)n2)cc1,2%
C=CCOc1ccc(NC(C)=O)cc1,-5%
COc1ccc(-c2noc(COC(=O)c3nn(C)c4ccccc34)n2)cc1,3%
CCN(CC)C(=O)CN1CCCN(C(=O)c2cc3ccccc3n2C)CC1,?
CNC(=O)N1CCC(Cc2noc(C3CCOCC3)n2)C1 (centres undefined),36%[activator]
COc1cccc(C(=O)Nc2ccc3nc(N4CCCC4)sc3c2)c1OC,-20%
CCCN(Cc1cc2cc(C)ccc2[nH]c1=O)C(=O)c1cccnc1,47%[activator]
CCNC(=O)[C@@H]1C[C@H](N)CN1C(=O)C(C)(C)Oc1ccc(C)cc1,14%
CC(Oc1ccc(C(N)=O)cc1)C(N)=O (centres undefined),9%
Cc1ccc(S(=O)(=O)n2ccn(C(=O)CC3CCCCC3)c2=O)cc1,-9%
N#Cc1ncn(Cc2coc(-c3ccccc3)n2)n1,8%
COc1ccc(Cl)cc1NC(=O)CCC1CCCN(Cc2ccc3c(c2)OCCO3)C1 (centres undefined),21%
CC(=O)N1CCN(c2nc3c(s2)CC(C(=O)Nc2ccc(F)c(Cl)c2)CC3)CC1 (centres undefined),?
CCn1cnc2c1c(=O)n(CC(=O)NCc1cccs1)c(=O)n2Cc1ccccc1,?
CCOC(=O)c1ncoc1-c1ccccc1C(=O)N1CCN(c2ccccc2F)CC1,-7%
CNC(=O)NC(=O)CSC1=Nc2ccccc2CS1,-1%
N#CC(C#N)=Cc1cccn1-c1ccc2ccccc2c1,125%
CN(CCOC(=O)/C=C/c1ccccc1)Cc1ccccc1,-52%
CCOc1cc(=O)n2c(c1C(=O)Nc1cccc(C(F)(F)F)c1)CCCC2,41%[activator]
Cc1ccc(NC(=O)c2c(C)oc(C)c2C)c(O)c1,41%
O=C(c1cc2c(s1)CCC(C(=O)N1CCN(C3CCCC3)CC1)C2)N1CCCCCC1 (centres undefined),83%[activator]
Cc1occc1-c1nc(-c2cccc(Br)c2)no1,?
CCCCOCC1CN(CCCC)S(=O)(=O)c2c(F)cccc2O1 (centres undefined),0%
Cc1ccc(S(=O)(=O)N2CCN(C3CCN(Cc4cccnc4)C3=O)CC2)cc1 (centres undefined),19%
O=C(O)C1CCc2nnc(C3CCN(C(=O)C4CCCCC4)CC3)n21 (centres undefined),-5%[6.33 µM]
C=CCNC(=O)N[C@H]1CCN(C(=O)CSC)[C@@H]1C(=O)N[C@H](Cc1c[nH]c2ccccc12)C(N)=O,11%
Cc1cc(C)cc(Oc2ccc(C#N)c(C#N)c2)c1,-29%
COc1ccc(C(NC(=O)c2nc(-c3ccco3)sc2C)c2nccn2C)cc1 (centres undefined),33%[activator]
CC(=O)Nc1ccc(NC(=O)CCn2cnc3c2c(=O)n(C)c(=O)n3C)cc1,-3%
Cc1cnc(NC(=O)C(C)Oc2cc(Cl)ccc2Cl)s1 (centres undefined),42%[activator]
Cc1ccc(-c2cc(N3CCCN(C(=O)Cc4cccs4)CC3)n[nH]2)cc1C,2%
COCCN1C(=O)CCc2cc(NC(=O)c3ccc4c(c3)OCO4)ccc21,36%[activator]
Cc1cccc(-c2cc(C(=O)O)c3ccc(Br)cc3n2)c1,?
Cn1cc(CN2CCCCCCNC(=O)[C@@H]3CCC[C@@H]32)c2ccccc21,365%[activator]
O=C(NCC(c1ccccn1)N1CCOCC1)c1cccc(-n2cnnc2)c1 (centres undefined),85%[activator]
COc1ccc(C2Cn3nnc(-c4nc(-c5ccccc5OC)no4)c3CO2)cc1 (centres undefined),11%
O=S(=O)(c1cc(F)cc(F)c1)N1CCN(Cc2ccc3c(c2)CCO3)CC1,0%
Cc1ccn(CC(=O)N2CCC3(CCCN(CCCc4ccccc4)C3)C2)n1 (centres undefined),40%[activator]
O=c1c2nc(-c3cccnc3)ccc2ncn1Cc1ccccc1,-3%[176 µM]
# The list continues.
SMILES,12-LOX inh
O=C(Nc1ccc(F)c(Cl)c1)N1CCC2(CC1)SCC(=O)N2Cc1ccco1,?
CC(C)CN1C(=O)C(C)(C)[S+](=O)([O-])[C@H]2CN(Cc3cccc(C(=O)O)c3)C[C@@H]21,7%[176 µM]
COc1ccc(-n2c3c(c(=O)[nH]c2=O)C(C(F)(F)F)(C(F)(F)F)N=C(c2ccncc2)N3)cc1,-2%
O=C(c1ccc(F)cc1)N1CCC(Cc2nc(-c3cnccn3)no2)CC1,34%
Cc1ccc2c(Cl)cc(Cl)c(OCC(=O)NC(=O)NC3CCCC3)c2n1,2%
Cn1cnc(C(=O)NC2CCN(C(=O)N3CC4CC(C3)[C@H]3CCCC(=O)N3C4)CC2)c1 (some centres undefined),36%
Cc1nc(-c2ccc(F)cc2)n(CC(=O)Nc2ccc(C(C)C)cc2)c(=O)c1CCO,7%
Cc1ccc(N2CCC(NC(=O)c3ccc(C#N)cc3)C2=O)cc1 (centres undefined),-3%
Cc1ccccc1OCCn1c(CN2CCCCC2)nc2ccccc21,0%
Cc1cnc(NC(=O)c2nc(C)n(-c3ccc(F)cc3)n2)s1,-4%
Cc1ccc(C(=O)COC(=O)C2CC(=O)N(c3cc(C)ccc3C)C2)cc1 (centres undefined),-3%
COc1ccccc1-c1ncc[nH]1,62%[activator][176 µM]
COc1ccccc1-c1ccnc(-n2ncc(C(=O)N(C)C(C)c3nc(C)cs3)c2C2CC2)n1 (centres undefined),5%
COc1ccccc1-c1ccc2c(n1)CN(CC(=O)N1CCCC1)C(=O)CO2,9%[176 µM]
CN(C)c1ccc(CN2CCC3(CC2)CC(=O)c2ccc(Cl)cc2O3)cc1,16%
COC(=O)c1ccccc1-c1cc(C)cc2c1OC(CNC(=O)c1cnc(C)cn1)C2 (centres undefined),2%
OC[C@@H]1CNC[C@H]1C1CCN(Cc2ccc(OC(F)(F)F)cc2)CC1,14%
O=C(NCCCc1nc2ccc(F)cc2[nH]1)C1NCCc2[nH]cnc21 (centres undefined),111%[activator]
CC(=O)N1CCn2c(nnc2-c2ccccc2)C1,12%[176 µM]
N#Cc1nc(-c2cccc3ccccc23)oc1NCC(c1cccs1)N1CCOCC1 (centres undefined),?
COc1ccc(C2Cn3cnc(C(=O)N4CCC(C(=O)NCc5cccnc5)CC4)c3CO2)cc1 (centres undefined),40%[activator]
O=S1(=O)c2c(cccc2N2CCSCC2)Oc2ccccc2CN1Cc1cn(Cc2cccc(F)c2)nn1,2%
CC(C)(C)CC(=O)N1CCN2C(=O)c3cc(-c4cccc(C(F)(F)F)c4)ccc3NC(=O)[C@H]2C1,-13%
COC(=O)c1cn([C@H]2CO[C@H]3[C@@H]2OC[C@@H]3NC(=O)Nc2ccc(OC)cc2)nn1,13%[176 µM]
NC(=O)c1ccsc1NC(=O)COC(=O)c1cccc(Cl)c1Cl,-10%
CCOC(=O)c1sc(Nc2ccccc2C)nc1C,39%
O=C(O)c1cc(-c2ccncc2)nc2ccccc12,-31%
Cc1ccc(NC(=O)CN2C(=O)C(C)(C)c3cc(S(=O)(=O)N4CCCCC4)ccc32)cc1F,2%
CC(C)C(=O)Nc1ccc(NC(=O)Nc2ccc(Cl)cc2)cc1,?
CCCn1c(Cn2ccnc2C)nc2cc(NC(=O)c3ccccc3)ccc21,22%
COc1ccc(C(CNC(=O)C2CCN(S(=O)(=O)c3ccc(C)cc3C)CC2)N(C)C)cc1 (centres undefined),?
Cc1cc(SCC(=O)c2ccc3c(c2)OCCO3)nc2ccccc12,16µM*
COCCc1nncn1C1CCN(S(=O)(=O)c2ccc(Cl)c(C)c2)CC1,11%
